Assay outcomes from PubChem BioAssay.
MT stabilize HCS = microtubule stabilizers in HeLa cells; HeLa tubulin immunostaining HCS, 24 h; share of cells brighter than vehicle mean+2SD; % tubulin-high responders, % at 10 µM; 200,000 compounds, 0.83% hits; AID 2205;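 active = plate Z-score above 3 for both tubulin-high and condensed-nucleus cell shares, with cell loss under 80%, at 10 µM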;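 note: anti alpha tubulin signal scored within the nucleus-defined area of each cell; some results filed as inactive read as strong as hits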
ER stress rescue = rescue of cells from ER stress-induced death, primary screen, 384-well, CSM14.1, thapsigargin, ATP luminescence (AID 1222); 190,000 tested, under 10 active; CSM14.1 thapsigargin-induced death rescue, ATP luminescence; higher % means a stronger effect; one-dose cellular ATP content (survival), % at 20 µM; EC50 in µM for titrated hits;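 active = EC50 below 50 µM in the dose-response confirmation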;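 note: death triggered by thapsigargin at about 15 µM added after 2 h compound pretreatment; cell ATP read after overnight thapsigargin exposure of roughly 18 to 22 hours; normalized against plate controls of thapsigargin alone and 5% DMSO vehicle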
Yfh1-off respiration = enhancers of respiration in Yfh1-depleted yeast, dose response, Friedreich's ataxia, plus single-dose screen (AID 1465); S. cerevisiae Yfh1-off respiration, WST-1 reduction, 72 h; higher fold induction means a stronger effect; fold induction at 50 µM, or EC50 in µM where a hit was titrated; 220,000 compounds, 0.074% hits;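 active = fold induction of absorbance versus untreated yeast above a set limit, then at least 30% activation at any dose in follow-up; inconclusive = repeats straddling the limit, or above it without dose testing; inactive = fold induction below the set limit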;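 note: activators that raise dye reduction in frataxin-depleted yeast; strong numbers were not always called active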
Dynein transport = blocks dynein driven cargo transport along microtubules | 3617.4 mouse cells, GR-EGFP nuclear translocation imaging; test concentration mostly 20 µM; stimulated with dexamethasone, 1 µM; active compounds read low | z-score, hits read low | 220,000 compounds, 0.47% hits;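 active = plate z-score of nuclear minus cytoplasmic receptor signal below a set negative limit, without overly bright fluorescence or cell loss, cut at about -3.5 in these data, passing the limit was not always enough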;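 note: z-score of nuclear minus cytoplasmic ring GR-EGFP intensity difference per well; some compounds called inactive have numbers as strong as hits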
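Also added – dexamethasone, 1.0 µM final · Buffer or medium – tet-free, stripped-serum medium · Schedule – induction 48 h, compound 1 h, agonist 30 min · Detection – formaldehyde fixation, Hoechst nuclear stain, 10x automated fluorescence imaging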
P. falciparum M17LAP = P. falciparum M17LAP inhibitors, primary screen, biochemical, fluorogenic H-Leu-NHMec substrate, 1536-well (AID 1619); 220,000 compounds, 0.38% hits; inhibition, % at 30 µM, or IC50 in µM where a hit was titrated; recombinant M17LAP, H-Leu-NHMec fluorogenic kinetic assay; higher % means a stronger effect;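 active = compound inhibiting the enzyme by more than half at any dose during confirmatory dose-response retesting; inconclusive = strong single-dose inhibitors picked by rank but not retested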;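 note: plate controls were full reaction with DMSO carrier for no effect and no enzyme background for full effect; strong numbers were not always called active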
M1AAP inhibition = P. falciparum M1AAP inhibitors, biochemical, fluorogenic H-Leu-NHMec substrate, 1536-well (AID 1445); 220,000 compounds, 0.42% hits; one-dose inhibition, % at 30 µM; IC50 in µM for titrated hits; recombinant M1AAP, H-Leu-NHMec fluorogenic kinetic assay; higher % means a stronger effect;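 active = primary inhibition above the hit cutoff, then over 50% inhibition at one or more dose response concentrations, cut at about 23% in these data, passing the limit was not always enough; inconclusive = conflicting primary data, or primary hits not chosen for dose response; inactive = low primary inhibition, or under 50% at every dose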;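 note: plate controls were DMSO full reaction for no effect and no enzyme background for full effect; strong numbers were not always called active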
Hep lipid drop = modulators of hepatic lipid droplet formation; AML12 mouse hepatocytes, oleate lipid droplets, BODIPY imaging; inhibition, % at 6.5 µM; 240,000 compounds, 0.4% hits; AID 1656;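 active = lipid droplet intensity inhibited by at least 50%, with more than 500 cells counted; inconclusive = wells with under 300 cells, treated as cytotoxic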
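Assay system: AML12 hepatocytes (mouse) / Also added: 100 µM oleic acid challenge / Times: overnight treatment with compound plus oleate / Detection: high-content imaging of BODIPY-stained droplets and DAPI nuclei / Evaluation: % inhibition of lipid droplet signal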
Autophagy HCS = alters autophagy in cells; MEF GFP-LC3 puncta imaging; test concentration mostly 10 µM; calls only at 10 µM (by protocol); 190,000 compounds, 0.98% hits;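 active = percentage of spot-positive cells more than 3 SD above its plate mean, without a fluorescence outlier flag or 80% toxicity; inconclusive = no clear call, values can overlap the other calls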;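 note: spot-positive cell cutoff set from DMSO-treated cells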
Insulin prom up = MIN6 insulin promoter up-regulation; MIN6 insulin promoter-GFP reporter, high-content imaging; active compounds read high; AID 1625; 190,000 compounds, 0.3% hits; z-score at 5 µM;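 active = z-score above 3 at 5 µM with at least 500 cells counted in the well; inconclusive = wells under 500 cells, flagged as cytotoxic or low count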
Dynein transport cytoplasmic EGFP = also measured in Dynein transport; calls as there; z-score; measured here: cytoplasmic GR-EGFP intensity; active compounds read high
Dynein transport nuclear GR-EGFP = further read-out of Dynein transport, marked with its call; z-score; measured here: nuclear GR-EGFP intensity;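 lower value marks the stronger effect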
Dynein transport cell count = further read-out of Dynein transport, marked with its call; z-score; measured here: cell count per field
Insulin prom up cell count = also measured in Insulin prom up; calls as there; cell count; measured here: cytotoxicity, nuclei count;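 total cells summed across four imaged fields per well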
Hep lipid drop cells 6.5 µM = second read-out of Hep lipid drop, no call of its own (marks repeat the call); cell count; measured here: cell count, cytotoxicity flag;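 cells counted across two imaged fields per well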
MT stabilize HCS Hoechst-high % = recorded beside MT stabilize HCS, whose call it bears; % Hoechst-high responders; measured here: nuclear condensation Hoechst responders;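 share of cells brighter than vehicle mean plus two SD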
MT stabilize HCS cytotoxicity % = further read-out of MT stabilize HCS, marked with its call; toxicity, %; measured here: cytotoxicity by cell density;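 0% = mean cell density of plate MIN control wells and 100% = no cells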
Autophagy HCS cell loss 18 h = recorded beside Autophagy HCS, whose call it bears; toxicity, %; measured here: cell loss, nuclei count;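 cell loss after 18 h compound exposure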
Starred values were filed as active, the others as inactive.

How did O=C(/C=C/c1ccc(F)cc1)Nc1ccc(S(=O)(=O)Nc2ncccn2)cc1 do in these assays?
Yfh1-off respiration: inactive; Dynein transport: -2.78; P. falciparum M17LAP: -1.0%; M1AAP inhibition: 6.2%; Hep lipid drop: -0.1; Insulin prom up: 0.46; Dynein transport cytoplasmic EGFP: 0.625; Dynein transport nuclear GR-EGFP: -1.15; Dynein transport cell count: -5; Insulin prom up cell count: 1400; Hep lipid drop cells 6.5 µM: 746

What do the screens show for `Cc1cc(N2CCN(C)CC2)nc2ccc(NC(=O)CCC(=O)NCCC(C)C)cc12`?
MT stabilize HCS: 1.7; ER stress rescue: 0.0%; Yfh1-off respiration: inactive; Dynein transport: -0.203; P. falciparum M17LAP: -2.1%; M1AAP inhibition: 0.6%; Hep lipid drop: -24.2; Autophagy HCS: inactive; Insulin prom up: -0.43; Dynein transport cytoplasmic EGFP: -0.257; Dynein transport nuclear GR-EGFP: 0.701; Dynein transport cell count: -0.306; Insulin prom up cell count: 1255; Hep lipid drop cells 6.5 µM: 710; MT stabilize HCS Hoechst-high %: 2.7; MT stabilize HCS cytotoxicity %: 11.3; Autophagy HCS cell loss 18 h: -11.7

How did S=C(NCCC(c1ccccc1)c1ccccc1)Nc1ccc(Cl)cc1 do in these assays?
MT stabilize HCS: 1.9; ER stress rescue: 1.9%; Yfh1-off respiration: inconclusive; Dynein transport: -0.723; P. falciparum M17LAP: -10.2%; M1AAP inhibition: 7.4%; Autophagy HCS: inactive; Insulin prom up: 0.41; Dynein transport cytoplasmic EGFP: -0.113; Dynein transport nuclear GR-EGFP: -0.52; Dynein transport cell count: 1.92; Insulin prom up cell count: 1472; MT stabilize HCS Hoechst-high %: 1.5; MT stabilize HCS cytotoxicity %: 6.7; Autophagy HCS cell loss 18 h: 4.5

How did COC(=O)C1C(=O)C2=C(CC1C)Nc1ccccc1NC2c1cccs1 (centres undefined) do in these assays?
MT stabilize HCS: 1.9; ER stress rescue: -1.0%; Yfh1-off respiration: inactive; Dynein transport: -0.937; P. falciparum M17LAP: 1.8%; M1AAP inhibition: 11.3%; Hep lipid drop: 2.6; Autophagy HCS: inactive; Insulin prom up: 0.97; Dynein transport cytoplasmic EGFP: -0.326; Dynein transport nuclear GR-EGFP: -0.45; Dynein transport cell count: 1.45; Insulin prom up cell count: 1547; Hep lipid drop cells 6.5 µM: 634; MT stabilize HCS Hoechst-high %: 2.5; MT stabilize HCS cytotoxicity %: 3.3; Autophagy HCS cell loss 18 h: 0.8

How did CCCN1Cc2cccc(C(=O)N3CCN(c4ccc(OC)cc4)CC3)c2C1=O do in these assays?
MT stabilize HCS: 2.8; ER stress rescue: 1.1%; Yfh1-off respiration: inactive; Dynein transport: 0.161; P. falciparum M17LAP: 6.5%; M1AAP inhibition: 5.2%; Hep lipid drop: -1.8; Autophagy HCS: inactive; Insulin prom up: -0.49; Dynein transport cytoplasmic EGFP: -0.329; Dynein transport nuclear GR-EGFP: 0.000368; Dynein transport cell count: 0.435; Insulin prom up cell count: 1114; Hep lipid drop cells 6.5 µM: 721; MT stabilize HCS Hoechst-high %: 2.9; MT stabilize HCS cytotoxicity %: 5.0; Autophagy HCS cell loss 18 h: 1.7

How did CCCn1cnc2c(c1=O)c1nc3ccccc3nc1n2Cc1ccccc1OC do in these assays?
MT stabilize HCS: 2.7; ER stress rescue: -1.4%; Yfh1-off respiration: inactive; Dynein transport: -0.155; P. falciparum M17LAP: -13.1%; M1AAP inhibition: 1.9%; Hep lipid drop: -2.8; Autophagy HCS: inactive; Insulin prom up: 0.11; Dynein transport cytoplasmic EGFP: -0.0348; Dynein transport nuclear GR-EGFP: 0.463; Dynein transport cell count: 0.324; Insulin prom up cell count: 1290; Hep lipid drop cells 6.5 µM: 677; MT stabilize HCS Hoechst-high %: 1.6; MT stabilize HCS cytotoxicity %: 6.0; Autophagy HCS cell loss 18 h: -1.8

How did N#CC1=C(N)OC2=C(C(=O)CCC2)C1c1ccccc1 (centres undefined) do in these assays?
MT stabilize HCS: 2.3; ER stress rescue: 0.9%; Yfh1-off respiration: inactive; Dynein transport: 1.66; P. falciparum M17LAP: -9.0%; M1AAP inhibition: 5.7%; Autophagy HCS: inactive; Insulin prom up: 1.29; Dynein transport cytoplasmic EGFP: -0.16; Dynein transport nuclear GR-EGFP: 1.04; Dynein transport cell count: -0.952; Insulin prom up cell count: 1316; MT stabilize HCS Hoechst-high %: 4.3; MT stabilize HCS cytotoxicity %: 16.1; Autophagy HCS cell loss 18 h: 20.8

How did Cn1c(N)c(C(=O)COC(=O)c2ccc(Cl)c(S(=O)(=O)N3CCCCC3)c2)c(=O)n(C)c1=O do in these assays?
MT stabilize HCS: 5.6; ER stress rescue: -3.9%; Yfh1-off respiration: inactive; Dynein transport: -0.291; P. falciparum M17LAP: 9.3%; M1AAP inhibition: -0.4%; Hep lipid drop: -13.6; Autophagy HCS: inactive; Insulin prom up: 0.22; Dynein transport cytoplasmic EGFP: -0.252; Dynein transport nuclear GR-EGFP: -0.0848; Dynein transport cell count: 0.278; Insulin prom up cell count: 1192; Hep lipid drop cells 6.5 µM: 704; MT stabilize HCS Hoechst-high %: 1.5; MT stabilize HCS cytotoxicity %: 4.5; Autophagy HCS cell loss 18 h: 2.3

What do the screens show for `O=C(Nc1ccc(Cl)cc1)OCCn1nnnc1C(c1ccccc1)N1CCOCC1` (centres undefined)?
MT stabilize HCS: 2.8; ER stress rescue: -2.1%; Yfh1-off respiration: inactive; Dynein transport: 0.0896; P. falciparum M17LAP: 2.4%; M1AAP inhibition: -5.3%; Hep lipid drop: 17.5; Autophagy HCS: inactive; Insulin prom up: -0.14; Dynein transport cytoplasmic EGFP: 0.161; Dynein transport nuclear GR-EGFP: 0.625; Dynein transport cell count: 1.37; Insulin prom up cell count: 1229; Hep lipid drop cells 6.5 µM: 721; MT stabilize HCS Hoechst-high %: 2.5; MT stabilize HCS cytotoxicity %: 9.3; Autophagy HCS cell loss 18 h: 6.2

What do the screens show for `Cc1ccc(N(CCC(=O)O)S(=O)(=O)c2ccccc2)cc1`?
MT stabilize HCS: 2.8; ER stress rescue: -3.8%; Yfh1-off respiration: inactive; Dynein transport: 1.01; P. falciparum M17LAP: -5.4%; M1AAP inhibition: 0.9%; Hep lipid drop: -45.2; Autophagy HCS: inactive; Dynein transport cytoplasmic EGFP: 0.047; Dynein transport nuclear GR-EGFP: 0.682; Dynein transport cell count: -0.802; Hep lipid drop cells 6.5 µM: 326; MT stabilize HCS Hoechst-high %: 2.0; MT stabilize HCS cytotoxicity %: 0.2; Autophagy HCS cell loss 18 h: 6.4

What do the screens show for `COc1ccc(-c2[nH]ncc2/C=N\NS(=O)(=O)c2ccc(Cl)cc2)cc1`?
MT stabilize HCS: 1.3; ER stress rescue: 2.6%; Yfh1-off respiration: inactive; Dynein transport: -0.887; P. falciparum M17LAP: 14.1%; M1AAP inhibition: 4.3%; Hep lipid drop: -6.6; Autophagy HCS: inactive; Insulin prom up: -0.16; Dynein transport cytoplasmic EGFP: 0.0359; Dynein transport nuclear GR-EGFP: -0.212; Dynein transport cell count: -0.191; Insulin prom up cell count: 1244; Hep lipid drop cells 6.5 µM: 767; MT stabilize HCS Hoechst-high %: 1.7; MT stabilize HCS cytotoxicity %: 4.0; Autophagy HCS cell loss 18 h: -7.8

How did CC(=O)c1cccc(N(C(=O)c2ccco2)C(C(=O)NC2CCCC2)c2ccc(N3CCOCC3)cc2)c1 (centres undefined) do in these assays?
MT stabilize HCS: 1.5; ER stress rescue: 2.3%; Yfh1-off respiration: inactive; Dynein transport: 0.147; P. falciparum M17LAP: 2.3%; M1AAP inhibition: 0.6%; Hep lipid drop: -5.3; Autophagy HCS: inactive; Insulin prom up: -2.1; Dynein transport cytoplasmic EGFP: -0.297; Dynein transport nuclear GR-EGFP: 0.238; Dynein transport cell count: 0.25; Insulin prom up cell count: 1467; Hep lipid drop cells 6.5 µM: 655; MT stabilize HCS Hoechst-high %: 1.3; MT stabilize HCS cytotoxicity %: 4.1; Autophagy HCS cell loss 18 h: 32.5

How did CC(=O)Nc1ccc(C(=O)/C=C/c2ccc[nH]2)cc1 do in these assays?
Yfh1-off respiration: inactive; Dynein transport: 0.131; P. falciparum M17LAP: 19.8%; M1AAP inhibition: 15.1%; Hep lipid drop: 1.6; Insulin prom up: -0.13; Dynein transport cytoplasmic EGFP: -0.265; Dynein transport nuclear GR-EGFP: 0.192; Dynein transport cell count: 0.0572; Insulin prom up cell count: 1331; Hep lipid drop cells 6.5 µM: 674

How did CC(C)C(NC(=O)C(c1ccccc1)c1ccccc1)c1nc2ccccc2[nH]1 (centres undefined) do in these assays?
MT stabilize HCS: 3.0; ER stress rescue: 1.6%; Yfh1-off respiration: inactive; Dynein transport: 0.27; P. falciparum M17LAP: -6.8%; M1AAP inhibition: -1.6%; Hep lipid drop: 10.0; Autophagy HCS: inactive; Dynein transport cytoplasmic EGFP: -0.246; Dynein transport nuclear GR-EGFP: 0.88; Dynein transport cell count: 1.14; Hep lipid drop cells 6.5 µM: 742; MT stabilize HCS Hoechst-high %: 1.7; MT stabilize HCS cytotoxicity %: 8.5; Autophagy HCS cell loss 18 h: 0.9

Random draw from the library; about 3.5% have a hit in one of these screens.
